Artemis inh: inhibitors of human Artemis endonuclease activity. recombinant Artemis, quenched FAM hairpin cleavage fluorescence. hit rate 0.78% among 30,000. inhibition, % at 10 µM;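 active = at 10 µM dose, at least 30% inhibition, measured as corrected fluorescence normalized to stimulator and neutral control wells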
Target sequence (Q96SD1 whole entry, looked up): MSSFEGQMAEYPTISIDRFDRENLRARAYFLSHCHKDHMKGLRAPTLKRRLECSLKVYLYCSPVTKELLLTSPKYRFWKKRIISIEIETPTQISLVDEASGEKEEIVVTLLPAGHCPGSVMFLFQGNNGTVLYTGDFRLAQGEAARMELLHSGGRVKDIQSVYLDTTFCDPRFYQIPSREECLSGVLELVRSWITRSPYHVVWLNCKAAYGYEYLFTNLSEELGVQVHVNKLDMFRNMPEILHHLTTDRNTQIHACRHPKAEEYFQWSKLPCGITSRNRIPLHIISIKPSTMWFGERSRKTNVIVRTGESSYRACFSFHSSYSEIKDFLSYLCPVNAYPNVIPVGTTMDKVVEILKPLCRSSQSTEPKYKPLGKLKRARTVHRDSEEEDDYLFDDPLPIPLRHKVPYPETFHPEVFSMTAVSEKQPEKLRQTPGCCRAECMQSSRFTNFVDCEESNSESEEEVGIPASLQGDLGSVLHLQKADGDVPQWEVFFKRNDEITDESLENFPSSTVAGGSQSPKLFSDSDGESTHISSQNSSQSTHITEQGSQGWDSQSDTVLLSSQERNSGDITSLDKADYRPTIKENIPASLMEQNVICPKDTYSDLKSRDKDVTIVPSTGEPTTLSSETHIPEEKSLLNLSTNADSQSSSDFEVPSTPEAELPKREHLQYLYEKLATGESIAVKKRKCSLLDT
The depositor's hits bear a star.

How did COCCn1nnnc1C(c1ccccn1)N1CCN(c2cccc(C)c2C)CC1 (configuration not stated) do in these assays?
Artemis inh: -10

How did CCOc1ccc(OCCSc2nc(C)cc(=O)[nH]2)cc1 do in these assays?
Artemis inh: -1

How did Cc1cc(Br)c2[nH]c3c(c2c1)CCCC3=O do in these assays?
Artemis inh: 0

What do the screens show for `CSc1nc(Sc2ccccc2)c2ccccc2n1`?
Artemis inh: 1

How did CCn1c(COc2ccc(C)cc2)nnc1SCC(=O)Nc1ccc2c(c1)OCCO2 do in these assays?
Artemis inh: -1

What do the screens show for `O=C(CN1CCN(CC(=O)Nc2ccccc2C(F)(F)F)CC1)Nc1ccccc1F`?
Artemis inh: 1

How did COc1ccc(CC(=O)Nc2ccc(S(=O)(=O)Nc3cc(C)on3)cc2)cc1OC do in these assays?
Artemis inh: -2

Results for CC(CCc1ccccc1)NC(=O)COC(=O)C1=COCCO1 (configuration not stated) ?
Artemis inh: -1

How did CN(CC1COc2ccccc2O1)C(=S)Nc1ccccc1 (configuration not stated) do in these assays?
Artemis inh: 1

How did Cc1ccc(NC(=O)COn2nnc3ccc(S(=O)(=O)N(C)C)cc32)cc1F do in these assays?
Artemis inh: -5

Results for Cc1csc(Nc2ccccc2C(F)(F)F)n1 ?
Artemis inh: -3

How did CCN1CCc2nc(NC(=O)C(c3ccccc3)c3ccccc3)sc2C1 do in these assays?
Artemis inh: 49*

What do the screens show for `Cc1nc(NCCO)c(C#N)c2c1COC(C)(C)C2`?
Artemis inh: 11

How did CCOC(=O)c1ccc(Nc2nnc3nc(C)cc(C)n23)cc1 do in these assays?
Artemis inh: -2

Results for CCCN1Cc2cccc(C(=O)NCc3ccc4c(c3)OCO4)c2C1=O ?
Artemis inh: 1

What do the screens show for `O=C1CC(c2ccccc2)CC(O)=C1C=NCCN1CCNCC1` (configuration not stated)?
Artemis inh: 3

What do the screens show for `CCCCSC1(SCCCC)N=C(N)C2(C#N)C(c3ccccc3)NC(C)=CC12C#N` (configuration not stated)?
Artemis inh: 3

How did CCC(C)C(NC(=O)c1ccc(Cl)cc1)C(=O)O (configuration not stated) do in these assays?
Artemis inh: 2

What do the screens show for `CCn1cc(C(=O)OC(C)C(=O)Nc2c(C)n(C)n(-c3ccccc3)c2=O)c(=O)c2ccc(C)nc21` (configuration not stated)?
Artemis inh: -11

What do the screens show for `COC(=O)c1cn(C(=O)c2cccs2)c2ccccc12`?
Artemis inh: 4

How did O=C(Nc1cccc2ccccc12)C12CC3CC(C1)CC(n1cnc([N+](=O)[O-])n1)(C3)C2 do in these assays?
Artemis inh: -11

What do the screens show for `O=C(COC(=O)c1ccccn1)Nc1ncc(C(F)(F)F)cc1Cl`?
Artemis inh: -4

What do the screens show for `CCOC(=O)c1c(C)oc2c1c1c(c3ccccc32)OCN(Cc2cccnc2)C1`?
Artemis inh: 10

How did CC(Oc1ccc(Cl)cc1Cl)C(=O)NCCCn1ccnc1 (configuration not stated) do in these assays?
Artemis inh: 0

How did O=C1Nc2ccccc2C1=Nc1ccc(-c2nnc3n2CCCCC3)cc1 do in these assays?
Artemis inh: 5

How did Cc1cccc(C)c1N/C=C/c1onc(C)c1[N+](=O)[O-] do in these assays?
Artemis inh: 3

What do the screens show for `CC(=O)c1ccc(NC(=O)C2CCC(C)NC2=O)cc1` (configuration not stated)?
Artemis inh: 3

How did CCS(=O)(=O)NCCc1cc2cc(C)c(C)cc2[nH]c1=O do in these assays?
Artemis inh: 7

How did COCCNC(=O)Nc1ccc2nc(-c3cccs3)c(-c3cccs3)nc2c1 do in these assays?
Artemis inh: -1

Results for O=C(Cn1cnc2ccccc2c1=O)NCC(=O)N1CCN(c2ccccn2)CC1 ?
Artemis inh: -17

Results for CCC(C)c1ccc(OCCN2CCCC2)cc1 (configuration not stated) ?
Artemis inh: 4

Results for O=[N+]([O-])c1ccc(N2N=C(c3ccco3)CC2c2ccccc2)cc1 (configuration not stated) ?
Artemis inh: 3

What do the screens show for `COCCN1C(=O)C(=O)/C(=C(/O)c2cccc(OC)c2)C1c1ccncc1` (configuration not stated)?
Artemis inh: -5

Results for CCOc1ccc(OCC)c(NC(=O)CCn2cccc2)c1 ?
Artemis inh: 2

What do the screens show for `CCn1c(SCC(=O)Nc2cc(C)on2)nnc1-c1cccs1`?
Artemis inh: 5

What do the screens show for `CCOc1ccc(NC(=O)CSc2nnc(-c3ccccc3Cl)n2Cc2ccco2)cc1`?
Artemis inh: 9

Results for Cc1ccc2c(CC(=O)NCc3ccc4c(c3)OCO4)coc2c1 ?
Artemis inh: 4

What do the screens show for `CNc1c([N+](=O)[O-])ncn1C`?
Artemis inh: -2

How did CC1CCN(CCCNC(=O)C2CC(=O)N(C3CCCCCC3)C2)CC1 (configuration not stated) do in these assays?
Artemis inh: -5

What do the screens show for `CCCCc1c(C)c(C#N)c2nc3ccccc3n2c1Nc1c(C)n(C)n(-c2ccccc2)c1=O`?
Artemis inh: 11

How did CC(C)Nc1c(N)c(=O)oc2ccccc12 do in these assays?
Artemis inh: -5

How did COc1cc(OC)c(N2CC34C=CC(O3)C(C(=O)O)C4C2=O)cc1Cl (configuration not stated) do in these assays?
Artemis inh: -3

Results for Cc1ccc(S(=O)(=O)c2nc(NC3CCS(=O)(=O)C3)sc2Cl)cc1 (configuration not stated) ?
Artemis inh: -1

How did CCCOc1ccccc1-c1nc2c([nH]1)c(=O)[nH]c(=O)n2C do in these assays?
Artemis inh: 1

How did O=C(CN1CCN(c2ccccc2F)CC1)c1ccc2c(c1)OCO2 do in these assays?
Artemis inh: -9

How did CC(C)CCn1c(SCCN2CCOCC2)nc2c1c(=O)[nH]c(=O)n2C do in these assays?
Artemis inh: 2

What do the screens show for `CCCC1=C(C(=O)OCC)C(c2ccccc2OC)NC(=O)N1` (configuration not stated)?
Artemis inh: 5

Results for CCOC(=O)c1[nH]c2ccc(F)cc2c1N=C(C)N(CC)CC ?
Artemis inh: 8

Looked up one by one from the list above, 5 records:
How did O=C(CN1CCN(c2ccccc2F)CC1)c1ccc2c(c1)OCO2 do in these assays?
Artemis inh: -9

Results for Cc1ccc(S(=O)(=O)c2nc(NC3CCS(=O)(=O)C3)sc2Cl)cc1 (configuration not stated) ?
Artemis inh: -1

What do the screens show for `CNc1c([N+](=O)[O-])ncn1C`?
Artemis inh: -2

Results for Cc1ccc2c(CC(=O)NCc3ccc4c(c3)OCO4)coc2c1 ?
Artemis inh: 4

How did CCCOc1ccccc1-c1nc2c([nH]1)c(=O)[nH]c(=O)n2C do in these assays?
Artemis inh: 1

(list continues)
What do the screens show for `CCOc1ccccc1N1CCN(CC(=O)Nc2nnc(CC)s2)CC1`?
Artemis inh: -7

How did O=C(NCc1ccc2c(c1)OCO2)C1CCCN(S(=O)(=O)c2cccc3nonc23)C1 (configuration not stated) do in these assays?
Artemis inh: 6

What do the screens show for `O=C(Nc1cnc2sc3c(n2c1=O)CCCC3)c1ccc(F)cc1`?
Artemis inh: 1

Results for CC(C)COc1ccc(C(=O)N/C(=C\c2cccc([N+](=O)[O-])c2)C(=O)OC(C)C)cc1 ?
Artemis inh: 11

How did COc1ccc(CCNC(=O)c2c(O)c3cccc4c3n(c2=O)CC4)cc1 do in these assays?
Artemis inh: 5

What do the screens show for `CCc1cc2c(=O)nc3n(c2s1)Cc1ccccc1/C3=C(/O)c1ccc(F)cc1`?
Artemis inh: 24

How did O=C(CN1CCN(c2ccc(Cl)cc2)CC1)Nc1ccc(F)c(F)c1 do in these assays?
Artemis inh: 15

How did OC(CN1C2=NCCCN2c2ccccc21)c1ccc2c(c1)OCO2 (configuration not stated) do in these assays?
Artemis inh: -3

What do the screens show for `Cc1cc(C)nc(SCc2nc3ncccn3c2Br)n1`?
Artemis inh: -1

How did CCN(CC)CCCNC(=O)c1nn(-c2ccccc2OC)c(=O)c2ccccc12 do in these assays?
Artemis inh: -3

How did CCC(=O)Nc1cc2c(cc1C(=O)CC)OCCO2 do in these assays?
Artemis inh: 0

How did O=C(O)c1cccc(-n2cnnn2)c1 do in these assays?
Artemis inh: -9

Next section (seven carried over from the part before).
What do the screens show for `CCc1cc2c(=O)nc3n(c2s1)Cc1ccccc1/C3=C(/O)c1ccc(F)cc1`?
Artemis inh: 24

How did O=C(CN1CCN(c2ccc(Cl)cc2)CC1)Nc1ccc(F)c(F)c1 do in these assays?
Artemis inh: 15

How did OC(CN1C2=NCCCN2c2ccccc21)c1ccc2c(c1)OCO2 (configuration not stated) do in these assays?
Artemis inh: -3

What do the screens show for `Cc1cc(C)nc(SCc2nc3ncccn3c2Br)n1`?
Artemis inh: -1

How did CCN(CC)CCCNC(=O)c1nn(-c2ccccc2OC)c(=O)c2ccccc12 do in these assays?
Artemis inh: -3

How did CCC(=O)Nc1cc2c(cc1C(=O)CC)OCCO2 do in these assays?
Artemis inh: 0

How did O=C(O)c1cccc(-n2cnnn2)c1 do in these assays?
Artemis inh: -9

How did CCOc1ccc(NS(=O)(=O)c2ccc(NC(=O)C3CCCO3)cc2)cc1 (configuration not stated) do in these assays?
Artemis inh: 12

How did CCCOc1ccc(C2NC(=O)NC2=O)cc1 (configuration not stated) do in these assays?
Artemis inh: 2

What do the screens show for `COc1ccc(NC(=O)COc2ccc(/C=N/n3c(C)nnc3C)cc2OC)cc1`?
Artemis inh: -9

What do the screens show for `CCn1c(SCC(=O)Nc2ccc(NC(=O)c3cccs3)cc2)nnc1-c1cccnc1`?
Artemis inh: -1

How did COc1ccc(C)cc1NC(=O)c1nc2nc(C)cc(C)n2n1 do in these assays?
Artemis inh: 2

What do the screens show for `CN1CCCC(OC(=O)CCCCC(=O)OC2CCCN(C)C2)C1` (configuration not stated)?
Artemis inh: 5

Results for CN(C)C(CN1C(=O)C2CC=CCC2C1=O)c1cn(C)c2ccccc12 (configuration not stated) ?
Artemis inh: -3

What do the screens show for `COc1ccc(C(C)=O)cc1COC(=O)c1cccc(N(C)C)c1`?
Artemis inh: -1

What do the screens show for `COc1cccc(N2CCN(S(=O)(=O)c3ccc4nc(-c5ccccc5)[nH]c4c3)CC2)c1`?
Artemis inh: -4

What do the screens show for `CC(C)(C)n1nnnc1C(c1ccccc1F)N1CCN(C2CCCC2)CC1` (configuration not stated)?
Artemis inh: 3

How did COc1ccc(CN2C(=O)c3ccccc3C2C(=O)NCC2CCCO2)c(OC)c1 (configuration not stated) do in these assays?
Artemis inh: 1

Results for CCOC(=O)C1CCN(c2nc(-c3ccccc3)nc3c2oc2ccccc23)CC1 ?
Artemis inh: 2

3 compounds already listed, arranged by formula weight, falling.
What do the screens show for `CCn1c(SCC(=O)Nc2ccc(NC(=O)c3cccs3)cc2)nnc1-c1cccnc1`?
Artemis inh: -1

How did CCOc1ccc(NS(=O)(=O)c2ccc(NC(=O)C3CCCO3)cc2)cc1 (configuration not stated) do in these assays?
Artemis inh: 12

What do the screens show for `CN1CCCC(OC(=O)CCCCC(=O)OC2CCCN(C)C2)C1` (configuration not stated)?
Artemis inh: 5

Carrying on.
How did Cc1ccc(C2/C(=C(/O)c3cnn(-c4ccccc4)c3C)C(=O)C(=O)N2CCN2CCOCC2)o1 (configuration not stated) do in these assays?
Artemis inh: -2

How did COc1cc(OC)cc(-c2nnc(SCC(=O)N3CCCc4ccccc43)o2)c1 do in these assays?
Artemis inh: 12

How did CCC1(C)CC(CC(=O)O)(c2ccccc2OC)CCO1 (configuration not stated) do in these assays?
Artemis inh: -14

Results for Cc1cc(C)cc(OCc2nnc(SCC(=O)c3ccc(Br)cc3)o2)c1 ?
Artemis inh: 9

What do the screens show for `CC(C)C(=O)Nc1ccc(N2CCCC2)cc1`?
Artemis inh: 8

Results for COCCOC(=O)C1=C(C)NC(=O)NC1c1cccs1 (configuration not stated) ?
Artemis inh: -4

How did C/C(CC(=O)Nc1ccccc1-c1ccccc1)=N\NC(=O)COc1ccc(C)cc1Br do in these assays?
Artemis inh: 5

What do the screens show for `Cc1ccc(-c2nnn(CC(=O)O)n2)cc1`?
Artemis inh: 5

Results for CCOC(=O)CCSc1nc(-c2ccccc2)cc(C(F)(F)F)n1 ?
Artemis inh: -3

What do the screens show for `CCC(=O)NCCNC(=O)c1c(SC)nsc1SC`?
Artemis inh: 7

How did O=C(NNC(=O)c1sccc1-n1cccc1)c1ccc(Cl)cc1 do in these assays?
Artemis inh: 0

How did CCOC(=O)c1sc(C)c2c1NC1(CCCCCC1)NC2=O do in these assays?
Artemis inh: -5

What do the screens show for `O=C(CCCC(=O)N(CC(=O)NC1CCCCC1)Cc1ccco1)Nc1ccccn1`?
Artemis inh: 2

How did O=C(CSc1nnnn1Cc1ccccc1)Nc1ccc2c(c1)OCCO2 do in these assays?
Artemis inh: -2

How did NC(=O)C1(N2CCCCC2)CCN(c2nc(-c3ccccc3)cs2)CC1 do in these assays?
Artemis inh: -4

Results for CCC1CCCCN1CC(=O)c1c(C)[nH]c2ccccc12 (configuration not stated) ?
Artemis inh: 10

How did CC1CC(C)CN(C(=O)COC(=O)c2ccc[nH]c2=O)C1 (configuration not stated) do in these assays?
Artemis inh: -5

How did Cc1cccc(C#N)c1NC1=CC(=O)CC(C)(C)C1 do in these assays?
Artemis inh: -1

How did CC(C)C(C(=O)Nc1sc2c(c1C#N)CCCCC2)N1C(=O)c2ccccc2C1=O (configuration not stated) do in these assays?
Artemis inh: 8

What do the screens show for `CCN(CC)CC(=O)n1c2c(c3ccccc31)CCCC2`?
Artemis inh: -1

How did CCOC(=O)CCC(=O)c1c(C)oc2ccc(OC)cc12 do in these assays?
Artemis inh: -8

What do the screens show for `CCCC(C(=O)NC1CCCCC1)N(CC1CCCO1)C(=O)CNS(=O)(=O)c1ccc(F)cc1` (configuration not stated)?
Artemis inh: -2

Results for Cc1cc(C)c(C#N)c(OCC(=O)c2ccccc2)n1 ?
Artemis inh: 11

What do the screens show for `CC(C)Cn1c(SCC(=O)c2c(N)n(C)c(=O)n(C)c2=O)nc2ccccc21`?
Artemis inh: -6

How did COc1ccc(-c2nc(C)ncc2-c2csc(C)n2)c(O)c1 do in these assays?
Artemis inh: 10

What do the screens show for `C=CCOc1ccc(CNc2nccs2)cc1OCC`?
Artemis inh: -3

The list is partial; rates above refer to the full screens.
